KOR beta-arrestin-1 = KOR antagonists, beta-arrestin recruitment, cell-based, luminescence, uHTS (AID 1778) | hit rate 0.091% among 290,000 | KOR beta-arrestin recruitment, luminescence, antagonist mode; higher % means a stronger effect | inhibition, % at 10 µM, or IC50 in µM where a hit was titrated | Kappa-type opioid receptor (Homo sapiens); also: strong numbers were not always called active
NOD2 inhibition = NOD2 signaling inhibitors, cell-based, luminescence, uHTS, HEK293 (AID 1566). HEK293 NOD2/NF-kB luciferase reporter, luminescence; higher % means a stronger effect. inhibition, % at 4 µM, or EC50 in µM where a hit was titrated. hit rate 0.63% among 290,000; also: many of its hits are not listed in these tables
NOD1 inhibition = NOD1 signaling inhibitors, primary screen, cell-based, luminescence, uHTS (AID 1578) | NOD1-driven NF-kB luciferase reporter cells, luminescence; higher % means a stronger effect | hit rate 1% among 290,000 | inhibition, % at 4 µM; hits with a dose series show EC50 in µM; in the data active = inhibition mostly above about 36%, no sharp cut-off; inactive = mostly below about 34%;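 also: HEK-293T reporter cells stimulated with the NOD1 agonist gamma-tri-DAP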
LYP inhibition = inhibitors of LYP phosphatase, biochemical, fluorescence intensity, uHTS (AID 1779); one-dose inhibition, % at 11.5 µM; IC50 in µM for titrated hits; hit rate 0.054% among 290,000; Tyrosine-protein phosphatase non-receptor type 22 (Homo sapiens); recombinant LYP phosphatase, fluorescence intensity; higher % means a stronger effect;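 also: plate controls were vehicle with enzyme for no effect and no enzyme for full effect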
Salmonella PhoP GFP = inhibitors of PhoP regulon expression, primary screen, Salmonella Typhimurium, GFP reporter (AID 1863) | S. Typhimurium PhoP-regulated promoter GFP reporter, 4 h; higher % means a stronger effect | inhibition, % at 50 µM; hits with a dose series show IC50 in µM | hit rate 0.16% among 300,000;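 active = inhibition over 29.93%, a cutoff 3 SD above the screen mean, later confirmed by dose response; inconclusive = inhibition over 29.93% but no dose response follow-up; inactive = inhibition at most 29.93% or unconfirmed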;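 also: 0% = low Mg2+ inducing control and 100% = high Mg2+ repressing control; strong numbers were not always called active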
KOR beta-arrestin-2 = KOR agonists, beta-arrestin recruitment, primary screen, cell-based, luminescence, uHTS (AID 1777); KOR beta-arrestin recruitment, luminescence; higher % means a stronger effect; one-dose activation, % at 10 µM; EC50 in µM for titrated hits; hit rate 0.02% among 280,000; in the data active = activation above about 50%, passing the limit was not always enough; also: a part of the inactive calls stands beside numbers as strong as those of hits
Myeloid diff 2 = induction of myeloid progenitor differentiation, primary screen, cell-based, flow cytometry, MLPCN library. ER-HoxA9 myeloid progenitors, lysozyme-GFP differentiation. calls only at 10 µM. hit rate 1% among 360,000;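 active = normalized GFP-positive differentiation at or above the plate's own cutoff, the solvent-only control mean plus 3 SD; inconclusive = no clear call, values can overlap the other calls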;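 also: cells exposed to compound for four days before flow analysis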
HIV peptide binding = inhibitors of HIV fusion peptide binding, primary screen, biochemical, uHTS, fluorescence dequenching (AID 1986); inhibition, % at 20 µM, or IC50 in µM where a hit was titrated; hit rate 0.3% among 290,000; cell-free peptide binding, fluorescence dequenching, 30 min; higher % means a stronger effect; in the data active = inhibition mostly above about 52%, no sharp cut-off; inactive = mostly below about 76%; also: some results filed as inactive read as strong as hits
Siah-1 displacement = Siah-1 peptide-binding antagonists, primary screen, biochemical, fluorescence polarization, rhodamine-plectin, uHTS (AID 1817); displacement, % at 20 µM; hits with a dose series show IC50 in µM; E3 ubiquitin-protein ligase SIAH1 (Homo sapiens); Siah-1 / rhodamine-plectin peptide fluorescence polarization; higher % means a stronger effect; hit rate 0.02% among 290,000;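 active = displacement of at least 50% at 20 µM, with a fluorescence ratio check between 0.3 and a set limit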;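 also: plate controls were Siah plus tracer with DMSO for no effect and tracer alone without Siah for full effect; strong numbers were not always called active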
Myeloid diff 2 GFP+ MAC1+ % = recorded beside Myeloid diff 2, whose call it bears; GFP+ MAC1+ double positive, %; measured here: differentiation confirmed by MAC1 staining
* hit, by the source's call; i = inactive; ? = inconclusive; / = not tested or not shown; [ ] = dose if it differs, or a comment. Rule as the data show it, unless noted: active = inhibition above about 50%; inactive = the rest. Some of the compounds tested; count on the stated rates, not on these rows.

SMILES	KOR beta-arrestin-1	NOD2 inhibition	NOD1 inhibition	LYP inhibition	Salmonella PhoP GFP	KOR beta-arrestin-2	Myeloid diff 2	Myeloid diff 2 GFP+ MAC1+ %	HIV peptide binding	Siah-1 displacement
NC(=O)c1ccccc1NS(=O)(=O)c1ccccc1	-24.8%	-3.3%	23.4%	-8.6%	-13.4%	-3.7%	i	1.3	-1.1%	-1.0%
Cc1cccc(-c2noc(CN(C(=O)CCc3ccccc3)C(C)C)n2)c1	9.1%	-6.3%	-24.7%	3.0%	24.9%	1.7%	i	3.0	-2.2%	0.7%
O=C(/C=C/c1cccs1)NC1CCCC1	-12.5%	-1.2%	-49.1%	-9.9%	8.0%	-4.1%	i	0.9	-1.1%	0.4%
CCOC(=O)Cc1csc(NC(=O)CCCN2C(=O)c3ccccc3C2=O)n1	16.0%	4.4%	4.4%	-11.1%	-7.7%	-8.2%	i	8.4	-2.6%	1.7%
COc1ccc(/C=N/NC(=O)CCc2ccccc2)cc1O	-12.2%	-3.3%	-3.1%	-0.2%	-14.2%	3.6%	i	1.0	-0.7%	-2.8%
CCOC(=O)Cc1csc(NC(=O)c2ccc(S(=O)(=O)N(CCOC)CCOC)cc2)n1	0.7%	7.1%	-15.6%	-1.1%	-1.7%	-2.3%	i	0.2	0.2%	5.3%
O=C(Nc1ccncc1)c1ccc(F)cc1	/	-3.9%	26.8%	-5.2%	-7.1%	11.7%	i	0.2	-3.0%	-4.2%
Cc1ccc(C)c(NC(=O)CCC(=O)NNC(=S)Nc2ccccc2)c1	2.7%	6.2%	-18.6%	-3.7%	3.3%	-2.7%	i	0.6	-4.6%	8.2%
O=C(NCCc1ccccn1)C1CCCN1S(=O)(=O)c1ccc(Cl)cc1 (stereo not given)	-26.3%	-19.7%	-35.2%	-0.9%	4.1%	1.6%	/	/	0.1%	-1.8%
O=C(O)c1cccc(NC(=O)c2ccc(S(=O)(=O)c3ccccc3)cc2)c1	24.1%	9.6%	-23.9%	-4.2%	7.3%	0.1%	i	0.5	8.3%	3.6%
COc1cc(Br)c(C2CC(=O)Nc3cc(OC)c(OC)cc32)cc1OC (stereo not given)	-11.1%	4.0%	4.5%	-7.0%	7.6%	2.8%	i	0.6	0.0%	-7.2%
O=C(Cc1ccccc1F)NCC1(N2CCOCC2)CCCCC1	-0.1%	-3.4%	-18.2%	-9.7%	-8.8%	-1.7%	i	0.8	0.0%	1.3%

Reformatted with values under each structure: part of the list above.
Order of values – KOR beta-arrestin-1, NOD2 inhibition, NOD1 inhibition, LYP inhibition, Salmonella PhoP GFP, KOR beta-arrestin-2, Myeloid diff 2, Myeloid diff 2 GFP+ MAC1+ %, HIV peptide binding, Siah-1 displacement
O=C(Cc1ccccc1F)NCC1(N2CCOCC2)CCCCC1
→ -0.1%, -3.4%, -18.2%, -9.7%, -8.8%, -1.7%, i, 0.8, 0.0%, 1.3%
CCOC(=O)Cc1csc(NC(=O)CCCN2C(=O)c3ccccc3C2=O)n1
→ 16.0%, 4.4%, 4.4%, -11.1%, -7.7%, -8.2%, i, 8.4, -2.6%, 1.7%
NC(=O)c1ccccc1NS(=O)(=O)c1ccccc1
→ -24.8%, -3.3%, 23.4%, -8.6%, -13.4%, -3.7%, i, 1.3, -1.1%, -1.0%

The listing picks up, starting 4 compounds before the break.
SMILES	KOR beta-arrestin-1	NOD2 inhibition	NOD1 inhibition	LYP inhibition	Salmonella PhoP GFP	KOR beta-arrestin-2	Myeloid diff 2	Myeloid diff 2 GFP+ MAC1+ %	HIV peptide binding	Siah-1 displacement
O=C(NCCc1ccccn1)C1CCCN1S(=O)(=O)c1ccc(Cl)cc1 (stereo not given)	-26.3%	-19.7%	-35.2%	-0.9%	4.1%	1.6%	/	/	0.1%	-1.8%
O=C(O)c1cccc(NC(=O)c2ccc(S(=O)(=O)c3ccccc3)cc2)c1	24.1%	9.6%	-23.9%	-4.2%	7.3%	0.1%	i	0.5	8.3%	3.6%
COc1cc(Br)c(C2CC(=O)Nc3cc(OC)c(OC)cc32)cc1OC (stereo not given)	-11.1%	4.0%	4.5%	-7.0%	7.6%	2.8%	i	0.6	0.0%	-7.2%
O=C(Cc1ccccc1F)NCC1(N2CCOCC2)CCCCC1	-0.1%	-3.4%	-18.2%	-9.7%	-8.8%	-1.7%	i	0.8	0.0%	1.3%
Cc1ccn2c(C(=O)N/N=C\c3ccc4c(c3)OCO4)c(C)nc2c1	-1.3%	8.0%	-20.1%	-8.5%	-1.5%	1.2%	i	1.0	-3.6%	1.2%
O=C1CC(C(=O)Nc2cc(Cl)ccc2Cl)n2ncnc2N1 (stereo not given)	-15.7%	3.5%	-12.5%	-6.1%	5.2%	-1.5%	i	0.1	1.9%	0.0%
COc1cc(C=O)ccc1OCCCOc1ccccc1C(=O)O	-12.4%	27.3%	-25.9%	-7.0%	-1.4%	1.2%	i	1.8	17.8%	0.9%
Cc1noc(C)c1S(=O)(=O)N(CC(=O)Nc1ccc2c(c1)OCCO2)c1ccc(C(C)C)cc1	12.0%	1.2%	13.0%	0.3%	3.3%	3.3%	i	2.7	2.6%	4.0%
COc1ccccc1NC(=O)CN1CC(=O)Nc2ccccc21	0.0%	10.4%	-29.6%	-3.9%	-9.4%	-4.8%	i	0.6	0.5%	3.3%
CC1CCCCN1C(=O)CSc1nnc(-c2ccco2)o1 (stereo not given)	-6.3%	-12.8%	-15.2%	-15.7%	0.6%	-6.0%	i	0.4	0.4%	-6.2%
COc1ccc2nc(NC(=O)c3cccnc3SC)sc2c1	-26.9%	-62.7%	-66.4%	-4.2%	19.9%	8.0%	i	0.0	2.0%	1.3%
CC(=O)NC(=S)NNC(=O)COc1ccc([N+](=O)[O-])cc1	17.9%	-3.6%	-26.4%	0.6%	4.0%	-5.5%	i	0.2	1.1%	-4.4%
CCOC(=O)c1[nH]c2ccc(OC)cc2c1NC(=O)CCN1CCC(C)CC1	9.0%	1.9%	-16.7%	0.2%	-2.4%	-0.8%	/	/	-1.1%	0.7%
Cc1ccc(CCCOC(=O)CN2CCCCC2)cc1	-33.4%	-0.6%	-29.9%	-7.4%	18.6%	4.2%	i	0.2	0.6%	-3.7%
CC(C)Sc1nnc(NC(=O)c2ccc3c(c2)OCO3)s1	-3.0%	-97.6%	-96.0%	-4.8%	-5.8%	-1.3%	i	1.6	0.7%	11.6%
CN(c1ccccc1)c1ccc(/C=C/[N+](=O)[O-])cc1	-193.4%	-53.9%	104.7%*	-5.6%	-3.5%	16.4%	?	/	13.7%	-1.8%
CCOc1ccccc1NC(=O)N1CCCC1C(=O)Nc1ccc(-n2cnnn2)c(C)c1 (stereo not given)	-30.5%	-15.6%	11.3%	-0.3%	3.5%	-1.6%	i	1.4	-2.4%	-9.6%
Cc1cc(Br)cc(Br)c1OCC(=O)NNC(=O)c1ccoc1C	-21.9%	-0.2%	-16.0%	-5.8%	0.6%	5.7%	?	/	-0.5%	2.4%
Cn1c(NCc2c[nH]c3ccccc23)nc2ccccc21	-68.2%	-55.1%	-30.6%	-8.8%	19.5%	2.7%	i	0.6	-1.5%	1.9%
COc1cc(OC)c(-c2nc(-c3ccncc3)no2)cc1OC	5.1%	12.2%	-17.3%	-6.6%	-4.1%	-5.6%	i	0.7	-1.4%	2.3%
CCn1c(=S)[nH]c2nc3c(cc2c1=O)CCCC3	3.7%	10.3%	20.9%	-8.1%	6.2%	-0.4%	i	1.7	1.2%	0.8%
Cc1ccccc1CN1CCN(CC(=O)NCc2ccc3c(c2)OCO3)C1=O	-36.8%	-8.4%	-24.0%	-2.5%	-6.8%	4.5%	i	0.7	0.1%	-3.5%
COc1ccc(NC(=O)CCC(=O)N/N=C/c2cn(C)nc2C)cc1	34.2%	2.1%	10.7%	-3.6%	-0.6%	0.4%	i	1.1	-1.8%	-3.8%
O=C(N/N=C/c1c[nH]c2ccccc12)c1cc(Cl)ccc1O	-1.8%	-41.0%	-23.5%	-3.1%	11.6%	1.8%	i	0.9	16.1%	-8.8%
COc1ccc(Oc2ccc(N/C=C3\CCCC3=O)cc2)cc1	-5.6%	13.2%	-29.4%	-7.1%	-0.8%	1.4%	i	0.2	2.6%	4.2%
CCCCC(Sc1nc(C)c(Cc2ccccc2)c(=O)[nH]1)C(=O)O (stereo not given)	-26.6%[20 µM]	12.1%	5.7%	-6.1%	-7.1%	2.6%	i	0.7	1.0%	-2.1%
Cn1c(=O)oc2cc(S(=O)(=O)N3CCCC(C(=O)Nc4ccccn4)C3)ccc21 (stereo not given)	-1.9%	8.4%	7.9%	-11.0%	4.6%	-2.1%	i	1.7	0.8%	-2.1%
CC1(C)Cc2c(sc(NC(=O)c3ccco3)c2C(=O)O)CO1	-30.0%	-22.0%	-20.8%	-2.1%	2.9%	1.5%	i	6.1	1.0%	-1.9%
Cn1c(=O)[nH]c(=O)c2c1nc(SCCC(=O)O)n2Cc1cccc(Br)c1	-42.8%	2.2%	-10.2%	-8.0%	-0.8%	-0.3%	i	0.3	-0.5%	-0.8%
CCN1CCN(C(=O)CN2C(=O)COc3ccc(S(=O)(=O)N4CCOCC4)cc32)CC1	-17.4%	4.1%	-21.6%	-0.6%	-6.8%	-2.0%	i	0.4	0.6%	-0.8%
FC(F)(F)c1cc(N2CCOCC2)nc(-c2ccccc2)n1	1.5%	13.5%	-32.3%	-5.5%	3.4%	-1.9%	i	0.4	-1.1%	2.9%
Cc1ccc(C)c(NC(=O)COc2cccc3c2CCN(Cc2ccccc2C)C3=O)c1	25.8%	-41.0%	1.3%	-2.3%	1.3%	1.7%	i	0.3	-0.6%	-0.1%
CC(C)N(Cc1ccccc1)S(=O)(=O)c1ccc2c(c1)NC(=O)CO2	11.1%	12.2%	-11.7%	-2.0%	-5.4%	-4.9%	i	0.4	0.5%	1.6%
O=C(Nc1cc(SCCO)cc([N+](=O)[O-])c1)c1ccco1	-19.3%	-0.1%	-26.0%	-9.7%	-0.4%	1.7%	i	1.2	-1.3%	1.4%
NNC(=O)c1cccc(S(=O)(=O)Nc2cccc(C(F)(F)F)c2)c1	9.6%	3.1%	3.0%	-1.8%	-7.4%	0.3%	i	0.2	0.3%	3.5%
CCN(CC)S(=O)(=O)c1ccc(OCC2CCCCO2)c([N+](=O)[O-])c1 (stereo not given)	-24.5%	2.2%	-27.4%	-7.2%	3.7%	0.5%	i	3.6	0.5%	-3.1%
C/C(=N\N=C(N)N)c1cccc(Cl)c1	-52.1%[20 µM]	5.8%	-6.3%	-8.2%	3.6%	-0.2%	i	0.5	-0.5%	0.6%
Cc1c(C(c2cccc(Br)c2)c2c(C)n(C)n(-c3ccccc3)c2=O)c(=O)n(-c2ccccc2)n1C	-21.6%	2.6%	-14.0%	-6.3%	-0.8%	-0.8%	i	0.1	-1.3%	4.5%
CN(C)c1nc(NCc2ccccc2)nc(N/N=C/c2ccc(Br)cc2)n1	-9.2%[20 µM]	-11.6%	-33.0%	-6.7%	-7.7%	/	i	0.4	1.2%	0.0%

From PubChem
